# TNF death inh = blocks TNF-alpha induced death of Jurkat FADD-/- cells. Jurkat FADD-/- TNF necroptosis rescue, ATP luminescence, 24 h; 0 = TNF only, 100 = no-TNF cells. activation (protection from cell death), % at 10 µM. 0.068% of 220,000 active. AID 463075;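 active = activation, meaning protection from cell death, of at least 50% relative to plate controls; inactive = activation below 50%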;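 note: necroptosis triggered by 40 ng/mL TNF-alpha added together with compound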
# RBBP9 inhibitor = inhibitors of human serine hydrolase RBBP9 | O75884 | recombinant RBBP9, FP-Rh probe fluorescence polarization | inhibition, % at 7.94 µM | 0.2% of 220,000 active | AID 1515;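 active = inhibition above the campaign mean of all tested compounds plus 3 SD, cut at about 14% in these data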;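 note: plate controls were DMSO wells with RBBP9 for no effect and wells lacking RBBP9 protein for full effect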
# Target sequence (O75884 whole entry, looked up): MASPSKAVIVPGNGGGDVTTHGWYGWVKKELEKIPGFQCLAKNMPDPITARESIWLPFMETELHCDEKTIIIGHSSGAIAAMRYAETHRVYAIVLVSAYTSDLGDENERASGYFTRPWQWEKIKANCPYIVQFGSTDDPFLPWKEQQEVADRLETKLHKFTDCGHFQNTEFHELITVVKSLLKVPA
#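 Test system: recombinant human RBBP9. Quantity: 2.5 µM RBBP9 dispensing solution, before mixing. Detection: FP readout at 525/598 nm. Reagent: Serine-hydrolase probe FP-Rh, 375 nM pre-mixing. Measure: % inhibition. Control set: DMSO-treated enzyme wells and wells lacking RBBP9. Buffer or medium: Tris-NaCl-Pluronic buffer, pH 8.0. Times: preincubation 30 min plus labeling 45 min at 25 °C.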
# PGE2 EP2 inh = blocks the human prostaglandin E2 receptor EP2; P43116; C6 glioma cells expressing human EP2, cAMP TR-FRET; cells stimulated with saturating PGE2; inhibition, % at 25 µM; 0.52% of 260,000 active; AID 1422;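 active = percent inhibition above 40 after rounding to a whole number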;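 note: rat C6 glioma host cells with rolipram phosphodiesterase inhibitor present; the protocol text gives 20 µM as final concentration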
# Target sequence (P43116 whole entry, looked up): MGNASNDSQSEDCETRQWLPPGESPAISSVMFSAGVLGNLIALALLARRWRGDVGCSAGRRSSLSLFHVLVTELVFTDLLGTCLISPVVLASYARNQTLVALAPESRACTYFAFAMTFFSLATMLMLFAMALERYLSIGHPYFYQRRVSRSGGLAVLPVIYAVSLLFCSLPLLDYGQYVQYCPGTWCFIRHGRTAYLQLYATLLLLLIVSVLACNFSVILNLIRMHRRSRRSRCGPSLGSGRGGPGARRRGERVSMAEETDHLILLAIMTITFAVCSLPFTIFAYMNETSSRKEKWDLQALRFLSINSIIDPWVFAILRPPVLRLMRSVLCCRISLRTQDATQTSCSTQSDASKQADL
# EP2 modulator = modulates human prostaglandin E2 receptor EP2 signaling; P43116; EP2-expressing cells, cAMP HTRF FRET, PGE2 co-stimulation; induction, % at 25 µM; 0.83% of 260,000 active;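 active = compounds whose cAMP rise, as percent of the full-agonist control response, exceeds 60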;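 note: rat C6 glioma line stably carrying human EP2 under a CMV promoter; the protocol text gives 20 µM as final concentration; 100% = response of wells given 1 µM PGE2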
# Runt-SMMHC FRET = Runt domain-CBFb-SMMHC interaction inhibition | Q01196+Q13951 | Cerulean-Runt/Venus-CBFb-SMMHC FRET ratio 530/480, 1 h | inhibition, % at 20 µM | 0.74% of 220,000 active;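 active = mean inhibition across duplicate retests at 20 µM reaching about 50%, limit read from the data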;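 note: 0% = DMSO wells and 100% = wells with excess untagged CBFb-SMMHC; inhibitors lower the FRET ratio by blocking Runt binding to CBFb-SMMHC; some results filed as inactive read as strong as hits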
# PERK inh = blocks human PERK kinase | Q9NZJ5 | CHO PERK-DD fusion, SEAP luminescence translation reporter | inhibition, % at 5.6 µM | 0.17% of 220,000 active;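 active = inhibition above the mean inhibition of all tested compounds plus 3 SD, set separately per screening campaign, cut at about 2.9% in these data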;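 note: PERK kinase domain activated by AP20187 dimerizer at 100 nM; 0% = DMSO with dimerizer and 100% = rapamycin at 8.4 µM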
# L929 necroptosis = L929 zVAD cell death inhibition; L929 zVAD necroptosis rescue, ATP luminescence, 24 h; with zVAD 60 µM; viability rescue, % at 10 µM; 0.38% of 220,000 active; AID 1377;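 active = activation, scaled between plate controls, above about 75%, limit read from the data; inactive = activation under that limit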;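 note: 0% = zVAD with DMSO and 100% = DMSO alone without zVAD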
# Runt-CBFb FRET = inhibitors of human RUNX1 Runt domain binding to CBFb; Q01196+Q13951; Cerulean-Runt/Venus-CBFb FRET ratio 530/480, 1 h; inhibition, % at 20 µM; 0.46% of 220,000 active;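 active = inhibition over about 50% at 20 µM in the single-dose screen, limit read from the data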;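 note: 0% = DMSO wells and 100% = excess unlabeled CBFb competitor control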
#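 Schedule: protein complex preformed 1 h, compound exposure 1 h, room temperature, dark; test system: Cerulean-labeled Runt domain protein; amount: 100 nM per protein; buffer or medium: Tris 50 mM pH 7.5, KCl, K2SO4, 0.01% BSA; read-out: loss of energy transfer signal; detection: FRET fluorescence; controls: 5 µM unlabeled CBFb as full-inhibition high control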
# Hck-Nef inh = blocks Nef-activated human Hck kinase | inhibition, % at 20 µM | P08631 | Recombinant Hck-YEEI plus Nef, Z-Lyte FRET kinase assay | AID 463187 | 0.68% of 220,000 active;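 active = Hck-Nef kinase inhibition above about 50%, limit read from the data; inactive = inhibition below that limit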;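 note: 0% = DMSO with Hck plus Nef and 100% = Hck alone without Nef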
# Target sequence (P08631 whole entry, looked up): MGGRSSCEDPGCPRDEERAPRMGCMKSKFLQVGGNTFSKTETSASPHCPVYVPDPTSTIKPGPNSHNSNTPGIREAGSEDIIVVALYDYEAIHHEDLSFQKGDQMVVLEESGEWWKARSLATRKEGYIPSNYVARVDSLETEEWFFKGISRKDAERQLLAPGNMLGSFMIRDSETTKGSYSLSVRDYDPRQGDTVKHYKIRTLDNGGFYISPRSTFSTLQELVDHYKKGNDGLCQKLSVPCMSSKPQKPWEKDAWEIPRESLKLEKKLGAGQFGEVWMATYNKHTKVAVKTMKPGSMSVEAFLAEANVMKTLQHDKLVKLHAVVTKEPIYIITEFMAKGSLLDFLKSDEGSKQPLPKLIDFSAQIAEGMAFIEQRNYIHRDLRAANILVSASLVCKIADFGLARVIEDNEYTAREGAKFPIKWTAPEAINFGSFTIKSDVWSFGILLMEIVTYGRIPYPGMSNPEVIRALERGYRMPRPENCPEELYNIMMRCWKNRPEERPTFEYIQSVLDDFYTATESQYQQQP
# * = called active by the depositor; / = no result given; & = joins results of further samples. These rows are one share of the data, so the mix of outcomes need not match the whole.
SMILES,TNF death inh,RBBP9 inhibitor,PGE2 EP2 inh,EP2 modulator,Runt-SMMHC FRET,PERK inh,L929 necroptosis,Runt-CBFb FRET,Hck-Nef inh
Cc1sc(NC(=O)C2C3CCC(O3)C2C(=O)O)c(C(=O)OC(C)C)c1-c1ccc(Cl)cc1 (stereo not drawn),-1.9,2,22,6,2,1.2,0.2,7,0
Cc1c(C(=O)NCc2ccc3c(c2)OCO3)oc2ccc(S(=O)(=O)N3CCCCCC3)cc12,-1.9,-5,8,-14,4,-0.4,1.9,4,-2
Cc1ccsc1C(=O)Nc1ccc(F)c([N+](=O)[O-])c1,2.0,-5,14,-76,1,1.1,1.0,0,4
Cc1ccc(S(=O)(=O)N2CCN=C2SCc2ccc(Cl)c(Cl)c2)cc1,-0.4,-7,1,15,2,0.7,-0.2,-2,2
CN1CCN(C2=NC(=O)/C(=C/c3ccccc3OS(=O)(=O)c3ccccc3)S2)CC1,1.5,-11,12,-47,7,-2.2,-0.6,11,4
CCOC(=O)c1sc(NC(=O)CSc2nc(O)c(Cc3ccccc3)c(=O)[nH]2)nc1C,4.0,-3,-3,26,-1,-0.2,-0.2,-1,35
Cc1cccc(-c2noc(-c3c(C)noc3C)n2)c1,0.2,-1,7,5,-2,1.3,-0.5,-2,7
COCCN(C(=O)CCC(=O)Nc1cc(C)on1)C(C(=O)NC1CCCC1)c1ccccc1C (stereo not drawn),0.7,9,3,18,-1,0.8,2.6,0,20
O/N=C/c1cn(-c2ccccc2)nn1,-13,-3,6,11,1,1.2,-2.1,0,24
Cc1nnc(Sc2nc3ccccc3o2)c2ccccc12,-9.9,-8,15,5,-2,-0.3,-0.4,2,-1
Cn1c2ccccc2c2cnn(CC(=O)Nc3ccc(Cl)cc3)c(=O)c21,1.6,-8,6,32,0,-1.0,0.5,1,30
COc1ccc(-c2csc(NC3OC(=O)c4ccccc43)n2)cc1 (stereo not drawn),-14,-12,7,-36,-3,-0.8,-0.6,2,23
COC(=O)COc1ccc(S(=O)(=O)NCc2ccco2)cc1Cl,0.9,0,11,6,2,-0.6,0.7,-2,-1
O=S(=O)(c1ccc(Cl)cc1)N1CCCC1c1nc(-c2cccc(Cl)c2)no1 (stereo not drawn),-0.8,-1,8,-11,2,-0.1,0.3,-2,2
O=C(Nc1sc2c(c1-c1nc3ccccc3[nH]1)CCCC2)C1CC1,0.3,6,10,34,2,-0.9,0.3,7,0
N#Cc1c(N)sc2c1CCCCCC2,0.0,-13,7,-2,10,1.4,14,48,2
COc1cc(C2CC(=O)C=C(O)C2)cc(OC)c1OC (stereo not drawn),-0.4,-2,10,13,3,-0.9,0.0,-1,1
CC(SC(=S)N(C)Cc1cccs1)C(=O)O (stereo not drawn),1.1,0,10,13,-5,-0.7,0.2,1,1
CCC(C)Nc1nc2c(c(=O)n(C)c(=O)n2C)n1C (stereo not drawn),1.4,-8,13,5,-2,1.9,0.8,1,4
Cc1c(NC(=S)N2CCN(c3cccc(Cl)c3)CC2)c(=O)n(-c2ccccc2)n1C,0.5,-6,5,-28,-8,-0.1,-0.4,2,-6
CN1C(=O)N(C)C2C1NC(=O)N2C (stereo not drawn),-1.9,-3,8,-12,2,0.4,-0.4,-2,0
CC(=O)Oc1ccc(C(=O)Nc2ccccc2C(=O)N2CCCCC2)cc1,0.1,-5,9,19,0,0.2,1.7,0,6
CC(=O)NCc1nc2ccccc2n1C(C)C,0.3,2,10,7,-157,1.6,0.9,1,23
O=C(NC1=NCCS1)C1Cc2ccccc2CN1C(=O)c1ccccc1 (stereo not drawn),-0.5,-8,8,2,-7,-1.9,-0.4,2,-1
COc1ccccc1N(CN1C(=O)c2ccccc2C1=O)C(=O)c1cccc(C)c1,0.5,-5,6,35,3,-0.2,-0.4,0,1
COC(=O)c1c(C)[nH]c(C(=O)/C=C/c2ccccc2F)c1C,3.6,-7,6,-10,0,-0.2,1.0,-4,31
Cc1ccc(C2=Nc3ccccc3N=C(c3ccco3)C2)c(O)c1,-2.1,1,12,32,-34,1.7,0.3,/,2
Cc1onc(-c2c(Cl)cccc2Cl)c1C(=O)N=C(N)N1CC(C)OC(C)C1 (stereo not drawn),0.4,-5,5,3,1,-0.1,-0.6,2,10
CCN(CC)CCCNc1cc(C)nc2cc(-c3cccs3)nn12,-0.6,-11,0,-29,/,-0.1,0.1,/,21
CCOc1ccc(S(=O)(=O)Nc2ccc(C(=O)N/N=C/c3c(C)nn(-c4ccccc4)c3N3CCCC3)cc2)cc1,0.6,-16,12,-31,-4,-1.4,-0.8,-5,-2
c1ccc(OCc2nn3c(-c4cccnc4)nnc3s2)cc1,0.9,-8,3,-4,-5,0.3,2.6,0,-2
O=C(NCc1ccco1)c1ccc(C(F)(F)F)cc1,1.2,5,4,4,-3,0.2,0.3,2,10
CCOc1ccc(CSC(=N)N)cc1[N+](=O)[O-],0.7,0,/,1,-1,0.2,0.4,2,0
CCCCCC(=O)Nc1ccc(-c2csc(C)n2)cc1,1.4,-2,1,-26,-7,0.8,1.5,-5,2
COc1cccc(-c2csc3nnc(SCC(=O)c4ccc(NC(C)=O)cc4)n23)c1,-3.5,-8,0,36,-4,-0.8,-0.3,-1,-2
COc1cc(Cl)c(C)cc1NC(=O)CNC(=O)Cn1cnc2ccccc2c1=O,-1.6,1,6,14,0,0.5,0.1,-3,1
COc1ccc(CCNc2nc(-c3ccccn3)cs2)cc1OC,-0.2,-9,5,-33,1,-2.6,-0.2,24,16
COCC(C)NCc1cccc(C)c1 (stereo not drawn),-0.2,-10,10,11,2,1.1,0.3,7,-1
Cc1cccc(N2CCN(S(=O)(=O)c3ccc4[nH]c(=O)c(=O)[nH]c4c3)CC2C)c1 (stereo not drawn),1.9,-6,/,-3,-3,-0.4,0.5,-6,-1
O=C(NCc1ccccn1)c1cc2ccccc2oc1=O,0.9,4,21,17,-5,1.1,-1.2,1,-1
CCC(CC)C(=O)OCC(=O)Nc1cccc([N+](=O)[O-])c1,-0.3,-2,1,3,2,0.3,1.3,0,1
N=C1C(c2nc3ccccc3s2)=C(O)CN1CCCO,0.9,-1,-5,-35,4,0.4,0.8,0,2
O=C1c2ccccc2N2C(=O)c3ccccc3C2N1O (stereo not drawn),-2.3,-4,13,16,-2,0.9,-0.2,0,0
N#Cc1ccsc1NC(=O)CN1CCN(S(=O)(=O)c2ccccc2C(F)(F)F)CC1,3.2,-4,1,-9,-2,-1.0,1.7,1,6
Cc1ccc(C)n1-c1ccc(C(=O)NCc2cccnc2)cc1,-3.6,-8,6,-26,3,0.0,-0.6,3,21
Cc1cc(C2C(C#N)=C(N)OC3=C2C(=O)CC(C)(C)C3)c(C)s1 (stereo not drawn),-1.4,-3,7,14,2,0.1,-0.1,/,1
CCOc1ccc2nnnn2n1,-0.4,9,10,0,0,1.0,0.9,-2,1
NC(=O)c1ccccc1NC(=O)/C=C/c1ccccc1,0.5,-8,6,5,4,0.3,13,0,2
CCN1C(=O)CC(N2CCN(c3ccc(C(=O)c4ccccc4)cc3)CC2)C1=O (stereo not drawn),-1.5,-4,13,1,-7,-0.6,0.5,0,2
COc1ccc(Nc2nc(Cl)nc(Nc3ccc(OC)cc3OC)n2)c(OC)c1,-1.1,2,12,-8,2,-1.0,1.2,-2,27
CC1=CC(=C(C#N)C#N)c2ccccc2N1C,0.5,1,3,-13,-173,0.6,12,-148,27
COc1ccc([N+](=O)[O-])cc1NC(=S)NC(NC(C)=O)C(Cl)(Cl)Cl (stereo not drawn),-0.8,-7,14,-15,-2,-0.1,0.0,11,15
C=CCNC(=S)Nc1ccc(OC(F)F)c(Cl)c1,-0.2,-1,9,-41,0,-0.1,0.5,0,-9
O=c1cc(-c2ccccc2Cl)oc2cccc(O)c12,-1.6,-11,14,43,0,0.7,2.4,-1,-8
Cc1cc(=O)[nH]c(SCC(=O)/C=C2\N(C)c3ccccc3C2(C)C)n1,-0.3,-34,11,15,6,0.0,0.5,0,-19
COC(=O)C1(CCSC)NC(c2ccc(O)c(OC)c2)C2C(=O)N(c3ccc(C)cc3)C(=O)C21 (stereo not drawn),-0.3,-2,4,32,0,0.3,6.4,1,20
O=C(Nc1nc2nc(-c3ccccc3)cc(=O)n2[nH]1)c1ccccc1,0.1,-3,4,26,0,0.2,0.9,2,0
CC1CCN(C(=O)CSc2nnc(CN3CCOCC3)n2-c2ccccc2)CC1,-1.6,3,10,16,-4,0.9,-0.4,18,1
O=S(=O)(Nc1ccc(N2CCOCC2)nn1)c1ccccc1,0.3,-2,8,14,4,1.0,2.6,0,2
COCn1c(-c2ccccc2)nc2ccccc21,0.3,-5,10,-11,2,0.3,0.0,-1,3
# Following part:
SMILES,TNF death inh,RBBP9 inhibitor,PGE2 EP2 inh,EP2 modulator,Runt-SMMHC FRET,PERK inh,L929 necroptosis,Runt-CBFb FRET,Hck-Nef inh
C=CCSC1=N/C(=C\c2sccc2C)C(=O)S1,-8.7,-1,5,64*,6,1.3,0.6,0,4
Cn1c(SCc2nc3ccccc3s2)nnc1-c1cccs1,-0.8,3,14,2,2,0.2,-1.3,1,-9
Cc1noc(C)c1S(=O)(=O)N1CCN(Cc2ccc3c(c2)OCO3)CC1,1.5,-2,13,-21,2,0.5,-0.2,1,24
O=C(NC(=O)N1CCCC1)c1csnn1,1.3,-7,11,30,0,-1.0,0.6,1,15
O=C(NCc1ccccc1)C12CC3CC(CC(Cl)(C3)C1)C2,7.1,-6,11,-12,0,-0.5,1.2,-1,15
Cc1cccc(OCCn2nc(C(=O)O)c3ccccc3c2=O)c1,-0.4,-5,9,5,-4,-0.6,0.8,-5,2
CC1=NN(c2nc3ccccc3s2)C(O)(C(F)(F)F)C1 (stereo not drawn),4.5,-2,10,-5,-4,1.3,-0.6,-1,4
CCOc1ccccc1NC1=C(Cl)C(=O)N(c2ccccc2)C1=O,1.2,-5,2,26,-1,-0.3,-0.3,0,2
Cc1cc(NC(=O)CCSc2nc(-c3ccco3)cc(C(F)(F)F)n2)no1,0.1,-11,8&12,-21&-10,-1,0.5,0.0,-2,-15
O=C(Nc1ccc(NC(=O)c2cc([N+](=O)[O-])ccc2N2CCOCC2)cc1)c1cccs1,2.6,-4,5,-24,5,-1.2,20,2,26
O=C1NC2(CCCCC2)N=C1c1ccc(Br)cc1,2.1,2,14,25,-3,0.8,-0.1,-1,21
